Bioassay records deposited in PubChem by The Scripps Research Institute Molecular Screening Center.
pPAFAH FP inh: pPAFAH (human) enzyme inhibition | Q13093 | recombinant pPAFAH, FP-rhodamine probe fluorescence polarization | inhibition, % at 3.39 µM | 1.5% of 330,000 active | AID 463082;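 active means inhibition above the mean inhibition across the screen plus 3 SD, cut at about 25% in these data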;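 further: inhibitors block binding of the rhodamine activity-based probe so polarization drops; 0% = enzyme with DMSO and 100% = wells lacking pPAFAH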
LYPLA2 inh: counter-screen for PME1 inhibitors: inhibitors of human LYPLA2; recombinant LYPLA2, FP-Rh probe fluorescence polarization; 0.38% of 320,000 active; O95372; inhibition, % at 5.9 µM;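 active means inhibition above the screen-wide mean plus 3 SD, limit set per campaign, cut at about 26% in these data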;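 further: 0% = LYPLA2 with DMSO and 100% = wells lacking LYPLA2 enzyme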
PAFAH1B2 inh: PAFAH1B2 (human) inhibition. 1.2% of 340,000 active. recombinant PAFAH1B2, FP-rhodamine activity probe, fluorescence polarization. AID 492953. P68402. inhibition, % at 3.39 µM;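 active means inhibition above the mean of all tested compounds plus 3 SD, cut at about 24% in these data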;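 further: 0% = enzyme with DMSO and 100% = wells lacking PAFAH1B2; many of its hits are not listed in these tables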
Target sequence (P68402 whole entry, looked up): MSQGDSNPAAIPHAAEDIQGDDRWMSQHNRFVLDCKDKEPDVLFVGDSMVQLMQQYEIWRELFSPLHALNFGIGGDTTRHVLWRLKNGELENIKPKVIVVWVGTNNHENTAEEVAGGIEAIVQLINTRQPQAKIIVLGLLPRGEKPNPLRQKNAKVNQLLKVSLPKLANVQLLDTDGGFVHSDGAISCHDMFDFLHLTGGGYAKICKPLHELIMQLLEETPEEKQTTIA
LYPLA1 counter: LYPLA1 (human) inhibition in PME1 counter-screen | O75608 | recombinant LYPLA1, FP-Rh probe fluorescence polarization | inhibition, % at 5.9 µM | 0.16% of 320,000 active | AID 2174;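 active means inhibition above the mean of all tested compounds plus 3 SD, set per campaign, cut at about 14% in these data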;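 further: inhibitors block serine hydrolase probe labeling of LYPLA1 so polarization falls; 0% = enzyme with DMSO and 100% = wells lacking LYPLA1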
Target sequence (O75608 whole entry, looked up): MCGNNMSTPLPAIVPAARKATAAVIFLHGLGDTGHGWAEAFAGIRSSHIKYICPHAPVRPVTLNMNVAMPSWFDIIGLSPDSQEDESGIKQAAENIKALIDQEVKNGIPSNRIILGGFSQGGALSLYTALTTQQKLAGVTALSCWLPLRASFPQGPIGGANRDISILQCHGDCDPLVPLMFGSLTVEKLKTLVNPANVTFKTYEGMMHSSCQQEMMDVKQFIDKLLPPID
PAFAH1B3 inh: PAFAH1B3 (human) inhibition; Q15102; recombinant PAFAH1B3, FP-rhodamine probe, fluorescence polarization; inhibition, % at 3.39 µM; 0.28% of 340,000 active;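 active means inhibition above the screen-wide average of all tested compounds plus 3 SD, cut at about 25% in these data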;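 further: 0% = enzyme with DMSO only and 100% = wells lacking PAFAH1B3 protein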
Target sequence (Q15102 whole entry, looked up): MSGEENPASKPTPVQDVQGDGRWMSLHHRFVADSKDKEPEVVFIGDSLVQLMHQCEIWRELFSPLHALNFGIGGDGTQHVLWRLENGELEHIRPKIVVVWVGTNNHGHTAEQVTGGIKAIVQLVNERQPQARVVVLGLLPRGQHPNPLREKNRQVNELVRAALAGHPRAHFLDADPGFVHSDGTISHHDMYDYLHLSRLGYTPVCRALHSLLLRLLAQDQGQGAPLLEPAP
PAFAH2 FP inh: PAFAH2 (human) inhibition; inhibition, % at 3.39 µM; recombinant PAFAH2, FP-rhodamine activity probe, fluorescence polarization; 0.99% of 340,000 active; AID 492956;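 active means inhibition above the mean over all tested compounds plus 3 SD, cut at about 30% in these data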;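 further: inhibitors block probe labeling of enzyme so polarization drops; 0% = enzyme with DMSO and 100% = wells lacking PAFAH2 protein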
PME-1 primary: blocks human protein phosphatase methylesterase 1; recombinant PME-1, FP-Rh probe fluorescence polarization; 0.53% of 320,000 active; inhibition, % at 5.9 µM; AID 2130; Q9Y570;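 active means inhibition above the campaign mean of all compounds plus 3 SD, cut at about 26% in these data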;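 further: competitive labeling of PME-1 active site by serine hydrolase directed probe; 0% = PME-1 with DMSO and 100% = wells lacking PME-1 enzyme; inhibitors block probe labeling so polarization falls and inhibition rises; many of its hits are not listed in these tables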
Target sequence (Q9Y570 whole entry, looked up): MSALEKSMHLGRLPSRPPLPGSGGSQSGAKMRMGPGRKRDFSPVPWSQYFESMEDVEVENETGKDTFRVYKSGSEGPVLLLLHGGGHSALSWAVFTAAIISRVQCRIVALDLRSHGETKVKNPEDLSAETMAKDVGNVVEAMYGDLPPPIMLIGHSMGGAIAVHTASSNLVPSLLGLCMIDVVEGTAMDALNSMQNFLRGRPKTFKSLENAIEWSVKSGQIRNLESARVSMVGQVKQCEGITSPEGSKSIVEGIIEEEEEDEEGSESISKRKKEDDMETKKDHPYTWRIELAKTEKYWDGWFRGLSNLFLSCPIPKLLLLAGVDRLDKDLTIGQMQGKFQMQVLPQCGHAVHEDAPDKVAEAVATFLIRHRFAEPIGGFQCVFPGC
PAD4 inh: blocks human protein arginine deiminase 4; AID 485272; inhibition, % at 6.36 µM; Q9UM07; 0.41% of 330,000 active; recombinant PAD4, RCA probe fluorescence polarization;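 active means percent inhibition above a cutoff equal to the mean of all tested compounds plus 3 SD, cut at about 15% in these data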;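 further: 0% = PAD4 with RCA probe and DMSO and 100% = probe without PAD4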
GSTO1 counter: GSTO1 inhibition, counter-screen for RBBP9 inhibitors; inhibition, % at 5.96 µM; recombinant GSTO1, activity-based probe fluorescence polarization; P78417; 1.1% of 300,000 active;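 active means inhibition above the campaign mean inhibition plus 3 SD, cut at about 35% in these data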;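 further: 0% = GSTO1-1 with DMSO and 100% = wells lacking GSTO1-1 enzyme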
* marks the source's active call; other numbers are inactive results; · = no result given. An excerpt; count on the stated rates, not on these rows.

SMILES	pPAFAH FP inh	LYPLA2 inh	PAFAH1B2 inh	LYPLA1 counter	PAFAH1B3 inh	PAFAH2 FP inh	PME-1 primary	PAD4 inh	GSTO1 counter
O=C(COC(=O)CNC(=O)c1ccccc1)Nc1ccc(S(=O)(=O)N2CCOCC2)cc1	1	2	2	0	4	3	-4	0	3
CCCCNC(=O)N1CCN(C(=O)C2CCCO2)CC1 (configuration not stated)	2	-4	4	1	3	-6	3	1	7
Clc1cccc(/C=N/N2CCN(Cc3ccccc3)CC2)c1	2	0	-6	1	15	-6	-4	0	-2
Cc1ccccc1-n1c(C)nnc1SCC(=O)NNC(=O)c1ccccc1	-5	-7	-6	-10	-5	3	-9	-13	6
O=C(O)CS(=O)(=O)CC(=O)O	1	-3	2	-2	9	-7	4	4	6
Cn1c2ccccc2c(=O)c2c(=O)n(-c3ccc(F)cc3)c(-c3cccs3)nc21	-1	-2	8	3	10	6	-7	3	-1
N#CCc1nn2c3c(cnc2c1C#N)C(=O)CCC3	53*	-2	3	-1	12	1	4	-5	25
COc1ccccc1CNC(=O)COC(=O)c1ccccn1	4	4	6	1	1	4	9	0	1
O=C1/C(=C\c2ccc(Br)cc2)SC(=S)N1NS(=O)(=O)c1ccccc1	-1	0	4	1	3	14	-1	-4	-1
Cc1ccc(NC(=O)CNC(=O)c2ccc(C)s2)nc1	2	0	-1	-1	7	-4	8	2	2
COc1ccc(CN2CCC(C(N)=O)CC2)cc1OCc1ccccc1	-5	0	2	7	7	-2	-2	-4	2
Cc1[nH]c(=O)[nH]c(=O)c1/C=C/C(=O)O	1	1	7	1	5	-4	-6	4	12
COc1ccc(OC)c(Nc2ncnc3ccc(Br)cc23)c1	2	-2	-2	1	-3	-6	-6	-2	0
Nc1nc(N2CCCCC2)nc(N2CCCCC2)n1	-1	7	-2	2	7	4	3	-2	3
O=c1oc2ccccc2n1CCc1ccccc1	1	5	9	3	0	1	0	-2	0
O=C(c1sccc1-c1ccccc1)N1CCN(S(=O)(=O)c2ccccc2F)CC1	1	2	8	0	-7	-3	4	5	-1
CCCCCn1nc(C(=O)OCC(=O)c2c(N)n(C)c(=O)n(C)c2=O)c2ccccc2c1=O	1	8	6	1	6	7	-3	-4	9
Cc1cc(Cl)ccc1OCC(=O)NNC(=O)c1cccs1	-2	4	6	3	18	6	-3	0	3
COC(=O)C1=CNC=C(C(=O)OC)C1c1cccc(OC)c1	-3	-2	6	1	-1	0	3	0	2
COC(=O)CNC(=O)CSc1nnc(C)c(=O)[nH]1	3	-1	5	-4	5	0	-1	-2	3
Cc1ccc(Cn2c(SCC(=O)N/N=C/c3ccc(C)o3)nc3ccccc32)cc1	1	0	-2	-3	-12	-11	2	4	-3
O=C(C[C@@H]1C/C=C\CC[C@H](Cc2ccc(F)cc2)C(=O)OC[C@@H]2CCCN2C1=O)NCCO	1	·	6	·	3	-2	·	-2	·
COc1cccc(N=NC2C(=O)N(C(N)=S)N=C2C)c1 (configuration not stated)	7	6	-2	1	5	8	-8	7	-39
COc1ccc(OC)c2[nH]c(C(=O)N3CCC(C(=O)O)CC3)cc12	-2	2	4	4	7	-1	-2	-6	1
O=C(O)CCn1c(=O)n(CCC(=O)O)c(=O)n(CCC(=O)O)c1=O	0	-1	7	-1	7	-2	-3	-6	2
c1ccc(SCCCCNC2CCCC2)cc1	3	2	-3	1	-3	1	-4	0	6
Cc1nnc(SC(C)C(=O)Nc2c(C)n(C)n(-c3ccccc3)c2=O)n1N (configuration not stated)	-1	-3	0	-2	7	-2	4	-5	-1
COc1ccc(Br)cc1/C=N/N1CCN(Cc2ccccc2Cl)CC1	-5	-5	1	-1	6	-5	-10	-1	8
Cc1nc2ccccc2c2nc(NC(=O)C(F)(F)F)nn12	4	0	-5	-1	-2	-1	-3	-1	0
O=C(Nc1ccc(Cl)cc1)OCc1cc(-c2ccccc2)on1	3	0	1	-2	-5	-1	-4	3	4
COc1ccc(NC(=O)CSc2nc(O)cc(=O)n2-c2ccc(OC)cc2)cc1	11	-19	0	-7	-5	-10	-18	0	8
O=C(CCC(=O)Nc1ccccc1Cl)N/N=C/c1c[nH]c2ccccc12	6	6	0	-4	9	7	7	5	5
COc1ccc(-n2ccc(-c3nn(-c4cccc(C(F)(F)F)c4)ccc3=O)n2)cc1	1	7	3	3	8	-3	-2	-5	-9
CCO[C@H]1OC(C(=O)N2CCOCC2)=C[C@@H](c2ccc(C(F)(F)F)cc2)[C@@H]1CCCO	-1	-2	1	-1	-3	11	-3	-1	3
O=C(/C(=C(\[O-])c1ccccc1)[n+]1ccc2ccccc2c1)c1ccccc1	4	1	4	0	4	10	5	-12	-3
CCC1CCCCN1Cc1nc2c(c(=O)n(C)c(=O)n2C)n1Cc1ccccc1 (configuration not stated)	-6	-3	5	-5	3	1	-5	-6	-3
Cc1ccc(S(=O)(=O)N(C)c2ccc(OC(=O)c3cc(=O)[nH]c4ccccc34)cc2)cc1	-5	·	-3	·	4	-3	·	-3	·
COc1cc2c(c(OC)c1CC=C(C)C)C[C@H](c1ccc(O)cc1O)CO2	-7	-14	-3	-10	4	-13	-12	-7	-15
Cc1n[nH]c(=O)c2c(NC(=O)CSc3nc4ccccc4c(=O)n3CCCO)oc(C)c12	-4	-2	11	2	2	0	0	-5	-2
CCC(CC)C1C(C#N)=C(N)Oc2cc(C)oc(=O)c21 (configuration not stated)	-1	-5	4	-3	3	-1	-2	-5	-2
c1ccc(-c2cc(N3CCCCC3)c3ccccc3n2)cc1	6	-4	-1	-1	-2	1	-15	6	5
O=C(COC(=O)Cc1ccccc1F)Nc1cc(S(=O)(=O)N2CCOCC2)ccc1N1CCCC1	24	-4	-7	-3	14	3	-6	1	1
Cc1cccc(N2CC(=O)N(c3cccc(C)c3)CC2=O)c1	-3	0	4	-2	4	-6	-3	-5	3
O=C(COC(=O)CCCc1nc2ccccc2s1)NC(=O)NCc1ccco1	20	6	0	-4	-1	5	-1	0	-3
CCn1ccnc1CN(C)C(=O)CC1C(=O)NCCN1Cc1c(F)cccc1Cl (configuration not stated)	4	5	-3	0	5	3	2	-3	8
CCOc1cc(-c2nc(-c3ccc(OC)cc3)no2)cc(OCC)c1OCC	-3	1	5	3	4	-3	-1	3	1
O=C(NCCCCl)C1CC(=O)N(CCc2ccc(F)cc2)C1 (configuration not stated)	7	2	-2	1	5	12	1	-4	7
CC(NC(=O)CN(C)Cc1cccc(Cl)c1)c1ccccc1 (configuration not stated)	-1	0	4	0	-6	-8	7	2	14
COc1cc(/C=C/C(=O)OCC(=O)Nc2ccc([N+](=O)[O-])cc2)ccc1O	6	-5	1	-1	5	78*	3	-8	-1
CN(CCNC(=O)CCCOc1cc(=O)n(C)c2ccccc12)Cc1ccccc1	6	6	-1	0	1	8	-1	0	1
NC(=O)CN1CCOCCOCCN(CC(N)=O)CCOCC1	2	-2	1	-2	4	-1	2	-2	8
Cc1ccc(NC(=O)/C(C#N)=C/c2ccc(Sc3nc(C)cc(C)n3)o2)cc1	1	3	-3	-1	-1	-1	-5	-3	4
O=C(c1ccccc1)c1cccc(NC(=O)c2ccc(Br)o2)c1	-5	-7	4	-7	5	11	-9	1	-21
S=C(NCCCN1CCOCC1)Nc1ccc(-c2nc3ccccc3[nH]2)cc1	-1	-5	2	-6	2	-1	2	-3	6
CC1(C)CC2CC(C)(CN2C(=S)Nc2ccccc2F)C1 (configuration not stated)	0	5	16	0	9	-2	-2	-3	8
CC(=O)c1ccc(S(=O)(=O)N(C)CCCC(=O)N(C)Cc2c(F)cccc2Cl)cc1	3	4	4	0	3	3	0	0	-2
CCCCNC(=O)CN1C(=O)NC(Cc2ccccc2)(Cc2ccccc2)C1=O	3	-1	3	2	-2	-8	-6	-5	-1
Cc1ccc(N2C(=O)c3sc4nnc(C)c(=O)n4c3C2=O)cc1	1	0	2	-3	-1	-1	2	1	7
COc1ccc(Cc2nc3ccc(C(=O)N4CCN(C)C(C)C4)cc3o2)cc1OC (configuration not stated)	2	7	-8	2	1	1	-7	1	-7
C=CCn1c(C)cc(C(=O)COC(=O)/C=C/c2c(C)nn(C3CCS(=O)(=O)C3)c2Cl)c1C (configuration not stated)	6	3	-4	-2	2	53*	-6	5	-1

Shown as a hit in pPAFAH FP inh, among the entries above:
Molecule | pPAFAH FP inh | PAFAH1B2 inh | PAFAH1B3 inh | PAFAH2 FP inh | PME-1 primary | PAD4 inh
N#CCc1nn2c3c(cnc2c1C#N)C(=O)CCC3 | 53* | 3 | 12 | 1 | 4 | -5

(cont.)
SMILES	pPAFAH FP inh	LYPLA2 inh	PAFAH1B2 inh	LYPLA1 counter	PAFAH1B3 inh	PAFAH2 FP inh	PME-1 primary	PAD4 inh	GSTO1 counter
Cc1cccc(OP(=O)(Nc2c(C)n(C)n(-c3ccccc3)c2=O)Oc2cccc(C)c2)c1	3	2	6	2	4	10	-2	-2	4
O=C(NCCOc1nc(N2CCOCC2)nc(N2CCOCC2)n1)Nc1ccccc1	3	10	-4	2	1	-4	5	3	11
COc1ccccc1N(C(=O)c1ccncc1)c1nc(-c2ccc([N+](=O)[O-])cc2)cs1	10	2	-3	-1	7	-5	7	1	-4
O=C(NCCCn1ccnc1)c1cc(-c2ccncc2)nc2ccccc12	2	5	3	1	-5	-2	0	4	0
Cc1nc(NC(=O)c2csc3ccccc23)sc1C	-12	-13	-4	-9	4	-4	-4	-3	-5
COC(=O)C1=C(C)Nc2[nH]c(=S)[nH]c(=O)c2C1c1ccc(O)cc1 (configuration not stated)	-4	5	-1	0	4	2	-5	0	13
COC(=O)c1c(NC(=O)C2COc3ccccc3O2)sc2c1CCN(Cc1ccccc1)C2 (configuration not stated)	-1	2	-5	-1	0	-4	-3	-3	2
Cc1cc2ccccn2c1C(=O)c1nc(NCc2ccccc2)ncc1Cl	0	-14	-3	-6	-2	-5	2	1	3
N#CC1=C(N)C(C#N)(C#N)C(c2cccnc2)C2CC(c3ccccc3)CC=C12 (configuration not stated)	10	6	9	-3	7	4	54*	-4	4
CN(C)CCNC(=S)Nc1ccc(F)c(F)c1F	1	0	-5	-2	-16	-5	5	1	3
C#Cc1ccc([C@@H]2C=C(C(=O)NCc3ccccc3)O[C@H](OCCCCO)C2)cc1	21	-4	-11	-7	-8	-8	-13	-5	-8
COc1ccc(CNc2cccc(C)n2)c(O)c1	7	2	-2	1	9	-1	-2	1	19
Cc1ccc(Oc2cc(N3CCOCC3)nc(-c3ccccc3)n2)cc1	8	3	-4	-2	7	0	0	0	9
COCCn1c(SCc2ccc(C(=O)OC)o2)nnc1-c1c[nH]c2ccccc12	2	-5	5	-2	3	-4	2	0	19
NCCS	1	-1	-3	-1	6	-1	0	-2	2
Cc1coc2c1c(C)cc1oc(=O)c(CC(=O)NCCCN3CCCC3=O)c(C)c12	5	8	3	-4	6	3	-1	-3	-3
CC1CCCCC1NC(=O)c1cn(C)c2ccc(S(=O)(=O)N3CCOCC3)cc2c1=O (configuration not stated)	4	-2	2	-2	5	6	3	1	-8
COc1ccc(S(=O)(=O)Oc2ccc3c(c2)O/C(=C\c2cccnc2)C3=O)cc1	2	2	13	-3	4	-3	5	-1	9

2 successive records out of the list so far, quoted:
SMILES	pPAFAH FP inh	LYPLA2 inh	PAFAH1B2 inh	LYPLA1 counter	PAFAH1B3 inh	PAFAH2 FP inh	PME-1 primary	PAD4 inh	GSTO1 counter
COc1ccc(OC)c(Nc2ncnc3ccc(Br)cc23)c1	2	-2	-2	1	-3	-6	-6	-2	0
Nc1nc(N2CCCCC2)nc(N2CCCCC2)n1	-1	7	-2	2	7	4	3	-2	3
